Bioassay records deposited in PubChem BioAssay by several laboratories.
UTI89 phage lysis: inhibition of K1F phage lysis, E. coli UTI89, bacterial capsule biogenesis inhibitors, alamar blue (AID 488966); E. coli UTI89 K1F phage lysis, alamar blue, 2 h; higher % means a stronger effect; inhibition, % at 100 µM, or IC50 in µM where a hit was titrated; 340,000 tested, 0.02% active;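 active = phage lysis inhibition, versus mean bacterial control, above a set limit; inconclusive = no clear call, values can overlap the other calls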;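 also: capsule biogenesis inhibitors block K1F phage lysis so surviving cells raise fluorescence; higher fluorescence means more inhibition of phage lysis; actives were called in the ten point dose series up to 300 µM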
Myeloid diff MLP: induction of myeloid progenitor differentiation, primary screen, cell-based, flow cytometry, MLPCN library | AID 624256, 2012 | ER-HoxA9 myeloid progenitors, lysozyme-GFP differentiation | 360,000 tested, 1% active | calls only at 10 µM;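 active = normalized GFP-positive differentiation at or above the plate's own cutoff, the solvent-only control mean plus 3 SD; inconclusive = no clear call, values can overlap the other calls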;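 also: cells exposed to compound for four days before flow analysis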
SV40 large T antigen: SV40 large T antigen inhibitors, biochemical (AID 1903); SV40 large T antigen ATPase/helicase inhibition assay; higher % means a stronger effect; one-dose inhibition, % at 20 µM; IC50 in µM for titrated hits; 310,000 tested, 0.39% active; in the data active = a potency from the dose series; inconclusive = inhibition mostly from about 32% at the one dose, without a potency; inactive = the rest, 99 in 100 with inhibition below about 32%; also: strong numbers were not always called active
TNAP activation fold: human TNAP enzyme activators, primary screen, biochemical, luminescent, no phosphate acceptor, uHTS (AID 1001) | one-dose activation fold at 20 µM; EC50 in µM for titrated hits | 200,000 tested, 0.03% active | purified TNAP, luminescent activation assay, no phosphate acceptor; higher activation fold means a stronger effect; in the data active = activation fold from about 3, or a potency from the dose series; inactive = the rest, 99 in 100 with activation fold below about 1.6; also: many of its hits are not listed in these tables
RSV CPE inhibition: RSV antiviral activity via CPE protection, HEp-2 cells, primary 10 µM value included (AID 2391). HEp-2 cells, RSV-induced CPE inhibition; higher % means a stronger effect. CPE inhibition, % at 10 µM, or IC50 in µM where a hit was titrated. 310,000 tested, 0.13% active; in the data active = a potency from the dose series; inconclusive = CPE inhibition mostly from about 23% at the one dose, without a potency; inactive = the rest, 99 in 100 with CPE inhibition below about 21%; also: strong numbers were not always called active
T cell HTS: modulators of CD8 T cell-vesicle binding, primary screen, mouse 2C CD8+ T cells, flow cytometry. calls only at 7 µM. 2C CD8+ T cell-vesicle binding; stronger effect = lower value. 330,000 tested, 0.068% active;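 active = response, share of CD8 T cells binding vesicles, and their 90th percentile fluorescence all below set limits, cut at about 80% in these data, passing the limit was not always enough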
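Material: 2C TCR transgenic mouse naive CD8+ T cells, MACS-purified. Also added: QL9-charged Drosophila Ld/ICAM-1/B7-1 vesicles. Timing: binding 1.5 h at 37 °C. Measured by: high-throughput flow cytometry with anti-B7-1 and anti-CD8 staining. Read-out: percent CD8+ FL2 mean versus row control. Controls: Unloaded micro-vesicles (low), QL9 vesicles with 0.7% DMSO (high).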
NTR1 ag: agonists of NTR1, primary screen, imaging, U2OS cells, beta-arrestin-GFP, high content (AID 493036) | Neurotensin receptor type 1 (Homo sapiens), P30989 | NTR1-U2OS beta-arrestin-GFP spot imaging, agonist mode | activation, % at 20 µM | 330,000 tested, 0.17% active;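 active = activation at or above 40% of the spot to cytoplasm intensity ratio, with at least 20 cells analyzed; inconclusive = wells under 20 cells, flagged as cytotoxic or low count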;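 also: 0% = DMSO without peptide and 100% = 100 nM NTR1 peptide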
Target sequence (P30989 whole entry, looked up): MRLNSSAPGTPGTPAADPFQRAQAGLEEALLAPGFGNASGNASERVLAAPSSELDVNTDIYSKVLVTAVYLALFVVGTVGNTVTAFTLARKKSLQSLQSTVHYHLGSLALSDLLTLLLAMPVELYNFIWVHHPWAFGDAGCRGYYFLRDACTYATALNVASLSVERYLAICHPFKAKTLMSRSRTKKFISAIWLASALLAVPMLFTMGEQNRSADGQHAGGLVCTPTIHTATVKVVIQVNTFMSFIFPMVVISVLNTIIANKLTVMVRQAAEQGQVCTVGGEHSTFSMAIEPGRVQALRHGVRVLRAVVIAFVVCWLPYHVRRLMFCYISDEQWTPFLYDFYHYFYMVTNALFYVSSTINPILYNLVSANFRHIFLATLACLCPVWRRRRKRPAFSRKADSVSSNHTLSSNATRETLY
MgcRacGAP inhibition: MgcRacGAP GTPase-activating activity inhibitors, confirmation, biochemical, ADP Hunter fluorescence. 340,000 tested, 0.6% active. AID 624330, 2012. MgcRacGAP-stimulated Rac1 GTP hydrolysis, ADP Hunter fluorescence; higher % means a stronger effect; GST-tagged Rac1 F28L mutant substrate. inhibition, % at 30 µM, or IC50 in µM where a hit was titrated. Rac GTPase-activating protein 1 (Homo sapiens);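 active = first-screen hits whose inhibition reached a set limit at any dose in the follow-up dose series; inconclusive = inhibition above the set first-screen limit but never retested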;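 also: fluorescence reports GDP produced by GAP-driven GTP hydrolysis; strong numbers were not always called active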
Salmonella PhoP GFP: inhibitors of PhoP regulon expression, primary screen, Salmonella Typhimurium, GFP reporter (AID 1863). 300,000 tested, 0.16% active. S. Typhimurium PhoP-regulated promoter GFP reporter, 4 h; higher % means a stronger effect. inhibition, % at 50 µM; hits with a dose series show IC50 in µM;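 active = inhibition over 29.93%, a cutoff 3 SD above the screen mean, later confirmed by dose response; inconclusive = inhibition over 29.93% but no dose response follow-up; inactive = inhibition at most 29.93% or unconfirmed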;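 also: 0% = low Mg2+ inducing control and 100% = high Mg2+ repressing control; strong numbers were not always called active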
T cell HTS vesicle-bound %: second read-out of T cell HTS, no call of its own (marks repeat the call); double positive events, %; measured here: CD8+ vesicle-bound cell fraction;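 binding gate set so that unloaded-vesicle control wells show 10% double positive cells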
NTR1 ag cell count 20 µM: second read-out of NTR1 ag, no call of its own (marks repeat the call); cell count; measured here: cell count, cytotoxicity flag
Myeloid diff MLP GFP+ MAC1+ %: recorded beside Myeloid diff MLP, whose call it bears; GFP+ MAC1+ double positive, %; measured here: differentiation confirmed by MAC1 staining
Numbers without * were called inactive; i = inactive; ? = inconclusive; · = not tested or not shown; + = active, no number; & = joins results of further samples; ! = a repeat was not active; [ ] = another dose, or the depositor's remark.

SMILES | UTI89 phage lysis | Myeloid diff MLP | Myeloid diff MLP GFP+ MAC1+ % | SV40 large T antigen | TNAP activation fold | RSV CPE inhibition | T cell HTS | T cell HTS vesicle-bound % | NTR1 ag | NTR1 ag cell count 20 µM | MgcRacGAP inhibition | Salmonella PhoP GFP
COc1cc(/C=N/NC(=O)c2ccc3c(c2)OCCO3)c(Br)c(Br)c1O | 0.2% | i | 3.6 | 30% | · | 7.2% | i | 25 | 0.6 | 62 | 11% | 0%
CC(=O)Oc1ccc(N(C(C)=O)S(=O)(=O)c2ccc(C)cc2C)c2ccccc12 | 0.1% | i | 0.2 | 14% | · | 5.6% | i | 53 | 3.2 | 48 | 4% | -4%
CCN1CCN(Cc2ccc(NC(=O)c3ccc(C)c(NC(=O)N4CCNC4=O)c3)cc2C(F)(F)F)CC1 | -0.4%&-0.9% | +! | 12* | 18%&-1% | · | 4.9%&8.9% | i | 10&31 | 0.7&5.2 | 64&65 | 22%&5%&5% | 7%&3%
O=C(c1ccc(CSc2nc3ccncc3[nH]2)cc1)N1CCN(c2cccc(Cl)c2)CC1 | 2.8% | + | 0.4* | 10% | 1.1 | 5.6% | i | 9 | 7.3 | 59 | 10% | 30%
COc1ccc(CC(=O)N2CCC(c3ccccc3)C2)cc1 (stereo not given) | 1.6% | i | 1.7 | 2% | 1.1 | -1.3% | i | 29 | 2.1 | 72 | 4% | -1%
CC(C)C[C@H](NC(=O)N1CC(=O)Nc2ccccc21)C(=O)N[C@@H](C(=O)O)c1ccccc1 | 0.3% | i | 0.5 | 13% | · | 0.1% | i | 1 | -0.1 | 58 | 9% | -11%
N#CCCn1cc(C(=O)Nc2ccc([N+](=O)[O-])cc2)c(-c2cc3ccccc3o2)n1 | 0.1% | i | 0.2 | -1% | 1 | -0.3% | i | 29 | 9.5 | 48 | 8% | -3%
Cc1ccccc1-c1nnc(NC(=O)CSc2nc3ccccc3s2)s1 | 0.9% | i | 3.1 | 1% | 1 | 2.1% | i | 11 | 4.6 | 68 | 5% | 5%
CCOC(=O)N1CCN(C(=O)c2cnn3ccccc23)CC1 | -1.4% | i | 1.7 | 3% | 1.1 | 1.1% | i | 34 | 0.7 | 90 | 10% | 7%
O=C(Nc1ccc(F)cc1)/C(Cl)=C/c1ccccc1 | 3.3% | i | 0.4 | 6% | 1.1 | 8.4% | i | 44 | 0.6 | 31 | 7% | -8%
C[C@H](NC(=O)Cc1cccc2ccccc12)C(=O)NCc1ccccc1 | 8.8% | i | 0.6 | 8% | 1.1 | 0.0% | i | 0 | 1.5 | 43 | -10% | 0%
COC(=O)Cn1c(=NC(=O)C(C)(C)C)sc2c(C)cc(C)cc21 | -0.2% | i | 3.5 | 3% | 1 | 3.0% | i | 20 | 5.8 | 45 | 2% | -4%
Cc1ccc(NC(=O)C(=O)NCc2ccncc2)cc1 | -0.3% | i | 0.3 | 9% | 1.1 | 0.6% | i | 52 | 1.3 | 37 | 8% | 1%
CCC(C)(C)n1nnnc1C(c1cccnc1)N1CCCC(C)C1 (stereo not given) | 2.0% | i | 0.1 | 2% | 1.1 | 0.5% | i | 60 | 0.6 | 90 | 0% | 0%
O=C(C1CCC(Cn2c(=S)[nH]c3ccccc3c2=O)CC1)N1CCN(c2ccccc2)CC1 (stereo not given) | 1.3% | i | 0.3 | · | · | ? | i | 7 | 2.8 | 99 | 4% | ·
Cn1c(=O)c(C=Nc2ccccc2)c(O)c2ccccc21 | · | · | · | 2% | · | 3.9% | i | 2 | 1.0 | 50 | · | 3%
CCNC(=S)N1CCC(n2cnc3ccccc32)CC1 | 0.5% | i | 0.7 | 4% | 1.1 | -0.6% | i | 21 | -0.3 | 44 | 2% | 6%
CCCN(CC(=O)Nc1ccc(F)c(F)c1F)C(=O)CCc1nc2ccccc2c(=O)[nH]1 | -1.2% | i | 0.6 | 5% | · | -1.3% | i | 19 | -0.2 | 59 | 4% | 6%
CN(C)c1ccc(/C=C/C#N)cc1 | 1.1% | i | 0.9 | 14% | · | ? | i | 40 | 1.9 | 31 | 3% | -3%
CCn1cc(CN2CCN(Cc3ccc(OC)c(C)c3C)C(CCO)C2)c(C)n1 (stereo not given) | -0.1% | i | 0.4 | 27% | 1.1 | -0.3% | i | 54 | 0.6 | 48 | 7% | -6%
CCCc1[nH]nc2c1C(c1ccc(OC(=O)c3ccco3)cc1)C(C#N)=C(N)O2 (stereo not given) | -0.2% | i | 0.8 | 21% | 0.9 | 1.8% | i | 49 | -1.8 | 97 | 0% | 14%
Cc1ccc(-n2cnnn2)cc1Cl | 0.3% | i | 0.2 | 5% | 1 | 6.0% | i | 7 | -1.5 | 46 | 5% | 8%
CCOc1ccc(OCC(=O)Nc2ccc(OC)cc2)cc1 | 1.4% | i | 0.0 | 11% | 1.1 | -0.2% | i | 43 | 0.3 | 69 | 5% | -8%
O=C(c1ccccc1Cl)c1c(O)c2ccccc2oc1=O | -1.1% | i | 0.3 | 9% | · | 0.6% | i | 54 | -0.7 | 51 | 7% | ·
N/C(Cc1ccc([N+](=O)[O-])cc1)=N\OC(=O)COc1ccccc1Cl | -0.1% | i | 0.7 | 18% | 1.1 | 4.5% | i | 42 | 0.6 | 40 | 8% | 13%
COc1ccc(OC)c(NC(=O)COC(=O)Cc2ccc(-c3ccccc3)cc2)c1 | 1.6% | i | 0.8 | 12% | 1.1 | 2.6% | i | 44 | 5.3 | 44 | 10% | 10%
C=CCN(CC=C)C(=O)COC(=O)c1ccc(Sc2ncn[nH]2)c([N+](=O)[O-])c1 | 1.3% | i | 0.7 | -4% | 0.8 | 0.1% | i | 32 | -0.3 | 50 | 4% | -2%
COc1ccc(C2C(C(=O)NCc3ccccc3)=C(C)Nc3ncnn32)cc1OC (stereo not given) | -0.7% | i | 0.9 | 13% | 1.1 | -1.4% | i | 27 | 0.0 | 38 | 8% | 2%
Cc1cccc(N2CCN(S(=O)(=O)c3cccc4nonc34)CC2C)c1 (stereo not given) | 0.1% | i | 0.4 | -2% | 1 | 10% | i | 10 | -0.1 | 28 | 10% | -3%
CCN(CC)C(=O)c1[nH]cnc1C(=O)N[C@@H](CCCCNC(=O)OC(C)(C)C)C(=O)OC(C)(C)C | -1.5% | i | 2.4 | -1% | 1 | 0.1% | · | · | 0.0 | 64 | 3% | -3%
Cc1ccccc1-n1c(=O)c2ccccc2n2cnnc12 | -0.1% | i | 0.7 | -11% | 1.1 | 2.3% | i | 23 | -4.2 | 76 | 3% | 36%
COc1ccc(NC(=O)CN(C)C(=O)c2ccc(=O)[nH]c2)cc1 | -0.7% | · | · | 25% | · | 0.8% | i | 37 | -0.8 | 53 | 7% | -1%
CCN(CC)CCNC(=O)c1cc2c(=O)n(C)c3ccccc3c2n1C | 2.7% | i | 1.0 | 4% | 1.2 | -2.3% | i | 42 | -2.9 | 57 | 11% | 5%
CCOc1ccc(/C=N/NC(=O)Cc2csc(Nc3cccc(C(F)(F)F)c3)n2)c(OCC)c1 | -0.6% | i | 0.8 | 0% | 1.1 | 11% | i | 61 | 16 | 45 | 3% | 0%
CCn1nnc(NC(=O)c2sc3ccccc3c2Cl)n1 | -0.1% | i | 0.6 | 16% | 1.1 | 3.2% | i | 24 | -0.4 | 42 | 5% | 6%
Cc1[nH][nH]c(=O)c1C=Nc1ccc(C(F)(F)F)cc1 | 0.0% | i | 0.2 | 4% | 1.9 | 0.5% | i | 59 | 0.2 | 78 | 16% | 12%
O=[N+]([O-])c1ccc(OC(F)F)c(/C=N/n2cnnc2)c1 | 0.0% | ? | · | -12% | · | 2.4% | i | 19 | -0.8 | 61 | 0% | 10%
Cc1cc(=O)oc2cc(OCC(=O)OCC(=O)Nc3ccc4ccccc4c3)ccc12 | 4.7% | i | 0.7 | 9% | 1 | 0.7% | i | 28 | 0.9 | 43 | 6% | 5%
Cc1ccc(C(=O)Cn2nnc(-c3ccccc3)n2)cc1 | -1.2% | i | 0.7 | 1% | · | 5.0% | i | 37 | 1.1 | 53 | 0% | -2%
COc1ccc(CC(=O)N(Cc2ccccc2)C(C)C)cc1 | 0.1% | i | 0.5 | 3% | · | 0.3% | i | 51 | -0.4 | 55 | 12% | 11%
COc1ccc(-c2c3c(=O)n(C)c(=O)n(C)c3cn2NC(C)=O)cc1 | 9.5% | i | 3.4 | 0% | 1.1 | 1.8% | i | 32 | 0.1 | 37 | 6% | 8%
O=C(COc1ccc(/C=N/NC(=O)c2ccccc2)cc1)Nc1ccc([N+](=O)[O-])cc1 | 1.1% | i | 0.5 | 7% | 1 | 1.0% | i | 41 | 0.9 | 75 | 4% | -3%
COc1ccc(OCC(=O)N(C)Cc2ccccc2)cc1 | 0.1% | i | 1.1 | 10% | 1.1 | -1.6% | i | 56 | -1.2 | 32 | 12% | 3%
OCc1ccccc1O[C@@H]1O[C@H](CO)[C@@H](O)[C@H](O)[C@H]1O | 4.7% | i | 1.3 | 10% | · | 0.8% | i | 12 | 0.4 | 84 | -5% | -8%
Cc1cc(C(=O)COC(=O)c2cccc(S(=O)(=O)N(C)C)c2)c(C)n1CC1CCCO1 (stereo not given) | 0.9%[50 µM] | i | 0.5 | · | · | · | · | · | 1.5 | 50 | 3% | ·
Nc1nc(-c2cccs2)c(CC(=O)O)s1 | -0.7% | i | 0.2 | 23% | 1 | -0.5% | i | 52 | 1.1 | 32 | 11% | 3%
